TAG inh: inhibitors of triacylglycerol accumulation; AID 651582; 230,000 compounds, 0.66% hits; H9c2 cells, Nile Red lipid (TAG) fluorescence; cells loaded with 200 µM oleic acid; inhibition, % at 12.5 µM;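 active = pattern-corrected inhibition of lipid staining of at least 50% with the nuclear-stain viability signal not falling by more than 50%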;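 note: 0% = DMSO wells and 100% = triacsin C control wells; some results filed as inactive read as strong as hits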
TAG inh DAPI viability: also measured in TAG inh; calls as there; DAPI nuclei signal change (viability), lower = more cytotoxic, %;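 whole-well DAPI fluorescence read on a plate reader as a viability signal; minus 50 percent equals half of cells still viable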
* marks the source's active call; other numbers are inactive results.

SMILES	TAG inh	TAG inh DAPI viability
CCCCCC(=O)Nc1cccc(S(=O)(=O)NC2=NCCC2)c1	-14.3	-0.4
Cc1ccc(S(C)(=O)=O)cc1S(=O)(=O)Nc1ccccc1	5.6	3.9
CN(C(=O)c1ccncc1)c1nnc(-c2ccccn2)s1	-2.6	2.9
Nc1nc(NC(=O)CCC(=O)O)nn1-c1ccccc1	3.3	2.8
O=C(OCCc1ccccn1)c1cccc([N+](=O)[O-])c1	20.0	8.1
CC(C)C(=O)NC(c1ccco1)c1ccc2cccnc2c1O (configuration not stated)	71.6*	-46.0*
CCO[C@H]1OC(C(=O)N2CCN(Cc3ccccc3)CC2)=C[C@@H](c2cn(C(C)=O)c3ccccc23)[C@@H]1CCCO	19.6	6.8
C/C(=N\S(=O)(=O)c1ccc(C)cc1)NC(=S)Nc1ccccc1	1.0	6.7
Cc1onc(-c2ccccc2)c1C(=O)c1c[nH]c(C(=O)NCc2ccccn2)c1	-7.6	5.5
C=CCNC(=S)N(C1CCCCC1)C1CCCCC1	16.4	-21.0
COc1ccccc1-c1ccc(C(=O)O)o1	-11.0	-6.2
CCOc1ccccc1C(=O)NCC(=O)NCC(c1ccc(OC)cc1)N1CCOCC1 (configuration not stated)	-4.8	3.5
COc1ccc(C(C)=O)cc1COC(=O)CSCC(=O)Nc1ccc(C)cc1	-1.4	-6.5
Cc1ccc(S(=O)(=O)N2CCC(C(=O)OC(C)C(=O)NC(N)=O)CC2)cc1C (configuration not stated)	-1.0	4.8
COC(=O)CCN(C(=O)c1ccc(N2CCCCC2)c([N+](=O)[O-])c1)c1ccccn1	10.4	-0.6
CCC(C(N)=O)N1C(=O)C2C3CCC(C3)C2C1=O (configuration not stated)	0.7	-4.3
Cc1ccccc1C(=O)N/N=C1/SCC(=O)N1Cc1ccc2c(c1)OCO2	-2.3	-0.6
COc1ccc(C)cc1NC(=O)C(Sc1nncn1C)c1ccccc1 (configuration not stated)	3.4	-3.3
CC(Cc1c[nH]c2ccccc12)NC(N)=O (configuration not stated)	-1.0	-4.7
CC(C)CN(C)C(=O)CCc1nnc(Cc2ccc(-c3ccccc3)cc2)o1	-23.0	-1.9
CCn1c(=S)ccc2ccc(OC)cc21	7.3	5.9
CC(C)=C1C2CCC1C1C(=O)N(c3nc(-c4ccc(F)cc4)c(C)s3)C(=O)C21 (configuration not stated)	-16.8	-7.0
Cc1cc(C)c2c(=O)[nH]c(SCC(=O)Nc3cccc(S(=O)(=O)N(C)C)c3)nc2n1	20.2	-9.4
COCCn1c(SCC(=O)Nc2ccccc2F)nc2c([nH]c3ccccc32)c1=O	8.2	-3.6
Cc1ccc(S(=O)(=O)N2[C@@H](c3cccc(C)c3)C(C(=O)O)=C[C@H]2C(C)(C)C)cc1	1.2	2.0
The list goes on.
SMILES	TAG inh	TAG inh DAPI viability
O=C(Nn1c(Cc2cccs2)nc2ccccc2c1=O)c1ccc(F)c(F)c1	-16.3	0.8
CC1CCCCC1NC(=O)CCCN1C(=O)c2ccccc2C1=O (configuration not stated)	7.8	-4.9
NC(=S)N/N=C/c1ccccc1OCc1cccc(Cl)c1	-4.3	5.3
CCOCCCNCc1cc(Br)ccc1OCc1ccccc1	-24.3	20.2
O=S1(=O)N=C(N/N=C/c2ccco2)c2ccccc21	-8.8	-4.5
Cc1ccc(S(=O)(=O)N(C)CCCC(=O)Nc2ccncc2)cc1	-18.9	5.9
Cc1ccc(-c2ccc(/C=N/NC(=O)CN3CCOCC3)o2)cc1[N+](=O)[O-]	8.1	4.1
O=C(CNc1ccc(Br)cc1)Nc1cccc(S(=O)(=O)N2CCCC2)c1	-18.6	-4.5
COc1ccc(-c2nc(CN3CCN(Cc4cccc(Cl)c4)CC3)c(C)o2)cc1	-7.9	12.3
COc1ccc(N=Nc2ccc(O)c3ncccc23)cc1	77.3*	-42.2*
O=C(CNC(=O)c1ccc(-c2ccccc2)cc1)Nc1cccc(CO)c1	-7.0	3.7
Cc1ccc(C)n1-c1nccc(-c2ccco2)n1	14.0	30.8
Cc1cc(C(=O)N2CCC2(C)C(=O)NCCC#N)nn1C (configuration not stated)	-10.7	1.6
CCOC(=O)CC(=O)CSc1ncnc2c1nnn2-c1ccc(F)cc1	1.4	-2.4
CCOC(=O)c1cc(C)nnc1C(=O)OCC	11.7	-4.3
Cc1c(Cl)cnc(NC(=O)COC(=O)CNC(=O)c2ccccc2)c1Cl	0.7	1.8
O=C(COC(=O)c1cccnc1Cl)Nc1cc(S(=O)(=O)N2CCOCC2)ccc1Cl	1.6	1.7
CCN(CC)c1ccc(NC(=O)CN2C(=O)NC3(CCc4ccccc43)C2=O)cc1 (configuration not stated)	2.2	9.8
Cc1ccc(NC(=O)C2=COCCO2)cc1S(=O)(=O)N1CCOCC1	8.6	-3.0
CN1CCN(CC(=O)Nc2nc(-c3c[nH]c4ccccc34)cs2)CC1	30.0	-3.1
O=C(OCc1nnc(-c2ccccc2)o1)c1ccc(Br)o1	-11.4	6.5
CCOCCCNC(=O)c1ccc2c(=O)n(Cc3ccc4c(c3)OCO4)c(=S)[nH]c2c1	0.6	-1.1
O=C(c1nnsc1S(=O)(=O)c1ccc(Cl)cc1)N1CCOCC1	42.0	-42.6
Cc1ccccc1CSCC(=O)Nc1ccccc1-c1ccccc1	-33.1	5.8
Cn1c(-c2ccc(F)c(F)c2)cc2onc(-c3ccccc3)c2c1=O	-3.3	-2.8
Continuation.
SMILES	TAG inh	TAG inh DAPI viability
O=C(/C=C/c1ccc[nH]1)c1ccccc1	-13.7	11.8
COc1cccc(C(=S)N2CCOCC2)c1OS(=O)(=O)c1ccc(Cl)cc1	-2.2	1.0
Cc1ncc([N+](=O)[O-])n1CC(=O)NC1CCCCCC1	3.4	-0.2
COc1ccc([N+](=O)[O-])cc1NC(=O)COC(=O)C12CC3CC(CC(O)(C3)C1)C2	-12.9	3.0
COc1ccccc1CNC(=O)CSc1nc(-c2ccccc2)cn1N	4.4	0.2
COc1ccccc1-c1noc(-c2cc(OC)c(OC)c(OC)c2)n1	8.4	-5.8
O=C(Nc1ccccn1)C1CCCN1S(=O)(=O)c1ccc(Cl)cc1 (configuration not stated)	4.2	-5.6
O=C(Nc1ncccc1O)c1cccc(S(=O)(=O)NCc2ccccc2)c1	-11.1	4.4
Cc1cc(S(=O)(=O)NC[C@H]2O[C@@H](n3ccc(N)nc3=O)[C@H](O)[C@@H]2O)c(C)s1	-5.6	-4.1
CCCNC(=O)C1(C)CCN(C(=O)c2cccc(C(F)(F)F)c2)C1 (configuration not stated)	-0.2	4.6
Cc1ccc(CNC(=O)C2CC(c3ccc(C(F)(F)F)cc3)=NO2)o1 (configuration not stated)	-19.8	-9.8
c1ccc(-c2cn(CC3CCCCC3)nn2)cc1	-3.3	5.0
CCCCN1C(=O)N(C)C2NC(=S)NC21 (configuration not stated)	-6.1	3.7
Cc1c(C(=O)NCc2ccc(C#N)cc2)sc(=O)n1Cc1ccccn1	5.6	0.0
Cc1nc(CC(=O)O)c(-c2ccccc2)s1	-10.2	-1.1
C[C@H]1CN([C@@H](C)CO)S(=O)(=O)c2ccc(Br)cc2O[C@H]1CN(C)S(=O)(=O)c1ccccc1F	-0.6	-5.7
Cc1ccc(C2CC(c3ccccc3OC(F)F)Nc3ncnn32)cc1 (configuration not stated)	8.2	-4.9
O=C(N/N=C\c1cn(-c2ccccc2)nc1-c1ccccc1)c1ccc2c(c1)OCO2	15.9	-1.2
Cc1n[nH]c(C)c1CCc1nc2c3ccccc3nc(SCC(N)=O)n2n1	14.5	10.6
COc1ccc(CCN2CC(C(=O)N3CCC(OC)CC3)CCC2=O)cc1 (configuration not stated)	-6.8	-7.8
Cc1ccc(-c2csc(N3CCN(c4cc5c(cc4Cl)nc(C(C)N)n5CCCO)CC3)n2)cc1 (configuration not stated)	10.9	-1.5
CCOc1ccc(NC(=S)NCCCN2CCOCC2)cc1	-2.7	-0.1
O=C(CSc1nccn1-c1cccc(F)c1)NC1CCCC1	-3.7	3.2
O=C1c2ccccc2C(Nc2cccnc2)N1Cc1ccc2c(c1)OCO2 (configuration not stated)	-2.2	-0.9
CC(=O)Nc1cccc(-c2ccnc3c2CC(C(=O)Nc2cccc(Oc4ccccc4)c2)O3)c1 (configuration not stated)	2.0	0.7
(continued)
SMILES	TAG inh	TAG inh DAPI viability
CN(CC(=O)Nc1ccc(N2CCOCC2)cc1)C(=O)COc1ccccc1F	2.3	-5.4
Cc1ccc(C2C(C#N)=C(N)Oc3c2c(=O)n(C)c(=O)n3C)cc1 (configuration not stated)	-1.1	-0.1
O=C(CCCn1c(=O)[nH]c2ccsc2c1=O)Nc1ccc(F)cc1	-5.1	10.4
CSc1n[nH]c(=S)n1N	-1.2	-1.0
NC(=O)c1cccnc1Nc1ccccc1Cl	7.3	-0.3
CC(C)(C)OC(=O)N1CCCC1C(=O)N1CCCC1C(=O)N1CCCC1C(=O)O (configuration not stated)	9.1	-4.0
COCc1cc(C)nc(N/N=C/c2ccc(-c3ccc(Cl)cc3[N+](=O)[O-])o2)c1C#N	23.0	-1.1
Cc1cnc(C(=O)OCC(=O)N2C(C)CCCC2C)cn1 (configuration not stated)	-5.6	3.2
CCN1C[C@@H]2[C@@H]3C(=O)N(Cc4ccccc4)C(=O)[C@@H]3[C@](C)(C1=O)N2C(=O)c1ccc(C(F)(F)F)cc1	3.0	1.8
COC(=O)c1oc2ccc(Br)cc2c1NC(C)=O	-3.2	-2.7
Cc1ccc(/C=C/C2=NN(Cc3ccc(Cl)c(Cl)c3)C(=O)CC2)cc1	-9.5	1.8
O=S(=O)(c1ccc2oc(=S)[nH]c2c1)N1CCOCC1	-3.5	-4.5
CCC(=O)Nc1ccc(NC(=O)c2cccc3ccccc23)cc1	-8.1	3.6
O=C(NCCNC(=O)c1ccc(Br)o1)c1ccc(Br)o1	-11.1	8.3
Cc1cccc(NC(=O)CCc2ccccc2)c1	-11.4	4.5
COc1ccc(C(=O)c2ccc3oc(-c4ccc(OC)cc4)c(-c4ccc(O)cc4)c3c2)cc1	3.8	-2.2
O=C(NCCc1ccc(Cl)cc1)c1cccs1	-3.1	0.0
O=C(O)COc1ccc(Br)cc1CP(=O)(c1ccccc1)c1ccccc1	2.6	-0.8
CC(C)[C@H](NC(=O)c1ccc(Cl)c([N+](=O)[O-])c1)C(=O)NCc1ccc(Cl)cc1Cl	3.1	-14.9
COc1ccc(C(=O)Nc2ccccc2C(=O)O)cc1NC(=O)C(c1ccccc1)c1ccccc1	7.3	-1.9
CC1CN(C(=O)COC(=O)c2ccc(NC(=O)CC#N)cc2)CC(C)O1 (configuration not stated)	8.7	-0.8
CCc1nnc(NC(=O)c2ccc(C)o2)s1	4.8	-0.6
CSc1ccc(NC(=O)/C=C/C(=O)O)cc1	4.0	-3.7
CN(CCOc1ccccc1)c1ccc(S(=O)(=O)N2CCCCC2)cn1	-23.2	-12.1
CC(=O)Nc1ccc(S(=O)(=O)N2CCN(C(=O)C3COc4ccccc4O3)CC2)cc1 (configuration not stated)	-10.6	4.6
The results go on:
SMILES	TAG inh	TAG inh DAPI viability
O=S(=O)(c1c(F)cccc1F)N1CCCC2CCCCC21 (configuration not stated)	-6.1	1.3
CCC(=O)NC(=S)Nc1ccc(NC(=O)c2ccccc2[N+](=O)[O-])cc1	0.9	-4.0
COCCNC(=S)N1CCCC(CO)C1 (configuration not stated)	25.0	-3.9
COc1ccc(NC(=O)c2cc(-c3cc(F)ccc3OC)n[nH]2)c(OC)c1	18.1	10.9
O=C(O)C1CCC(N2C(=O)C3C4CCC(C4)C3C2=O)CC1 (configuration not stated)	5.5	13.6
CCOc1ccc(NC(=O)CCc2c(C)noc2C)cc1OC	-6.7	-6.3
CN(C)c1ccc(C=NNC(=O)c2cccnc2)cc1	-3.8	9.5
CC(Oc1ccc2c(-c3ccccc3)cc(=O)oc2c1)C(=O)NC(Cc1c[nH]c2ccccc12)C(=O)O (configuration not stated)	-19.4	-2.0
c1ccc(-c2nnc3sc(-c4csc5c4CCCC5)nn23)cc1	19.3	-3.0
N#CC(C#N)=C1CCc2ccccc2N1	2.8	-9.4
O=C(NCc1ccccc1)/C(=C\c1ccc([N+](=O)[O-])cc1)NC(=O)c1ccco1	10.7	4.8
O=C(CN1CCCCCC1)Nc1ccccc1Cl	-0.6	6.2
Cc1cccc(NC(=O)CN2CCN(C(=O)c3c(C)nn(Cc4ccccc4)c3C)CC2)c1C	2.8	-2.2
COc1cc(C2Nc3ccc4ncccc4c3C3=C2C(=O)CCC3)ccc1O (configuration not stated)	21.2	-6.3
Cc1cccc(NC(=O)CC2C(=O)NC3CCCCC3N2C(=O)c2ccccc2Cl)c1 (configuration not stated)	-6.6	-1.0
CCOc1ccc(S(=O)(=O)Nc2cccc(C(=O)N3CCN(c4ccccn4)CC3)c2)cc1	3.2	-2.3
COc1ccccc1C(=O)NC(=O)Nc1nc(-c2ccccc2)cc(C(F)(F)F)n1	3.6	0.2
Cc1nnsc1C(=O)NC(C)c1ccccc1 (configuration not stated)	7.7	-9.8
CCOc1ccccc1N1CCN(S(=O)(=O)CC)CC1	-4.2	4.8
O=C(CSc1nncn1-c1ccccc1)NC1CCCC1	2.4	-2.7
CC(=O)c1cc(F)c(N2CCCCCC2)cc1C	20.2	-11.1

Whole records from above.
O=C(NCc1ccccc1)/C(=C\c1ccc([N+](=O)[O-])cc1)NC(=O)c1ccco1 in the list: TAG inh = 10.7; TAG inh DAPI viability = 4.8
COCCNC(=S)N1CCCC(CO)C1 (configuration not stated) in the list: TAG inh = 25.0; TAG inh DAPI viability = -3.9
N#CC(C#N)=C1CCc2ccccc2N1 in the list: TAG inh = 2.8; TAG inh DAPI viability = -9.4

Part of the list above, with values under each structure.
Order of values – TAG inh	TAG inh DAPI viability
- CCOc1ccc(NC(=S)NCCCN2CCOCC2)cc1
→ -2.7	-0.1
- CCOCCCNCc1cc(Br)ccc1OCc1ccccc1
→ -24.3	20.2
- CC(=O)Nc1ccc(S(=O)(=O)N2CCN(C(=O)C3COc4ccccc4O3)CC2)cc1 (configuration not stated)
→ -10.6	4.6

Some of the compounds tested; rates above refer to the full screens.
